Menin-MLL TR inh = inhibitors of human menin-MLL interaction, mutant MLL peptide | Potency, µM (titrated, usually from 61.6 µM), for inactives: at the highest dose FP activity change, negative = inhibition, most hits filed as inhibitors | Menin + Texas Red MLL mutant peptide, fluorescence polarization | O00255 | actives 0.23% (n = 270,000); active means well fitted inhibition curve with a large enough effect in the polarisation, with a control signal flat, not every such curve was filed as active; inconclusive means small, poorly fitted or top-dose-only effect, or effect the other way, or a change in a side signal; inactive means no such curve, though single readings can be large or run the other way; the % refers to the polarisation; further: potency means the concentration at half of the fitted maximal effect; % of control where 0% means no effect; many of its hits are not listed in these tables
TRPV1 agonist = activates the human vanilloid receptor TRPV1. Q8NER1. TRPV1-expressing cells, Fluo-8 calcium influx, agonist mode. activation, % at 8.33 µM. actives 0.19% (n = 320,000). AID 540275; in the data active means activation above about 80%; inconclusive means between about 30% and that limit; further: 0% is about no effect
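Cells expressing TRPV1 were dye-loaded with Fluo-8 and read kinetically: 10 s baseline, 3 min after compound (agonist portion), then 2 min after EC20 capsaicin (allosteric enhancer portion). Calcium-bound dye fluorescence at 480/520 nm.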
CXXC DNA block = blocks binding of human MLL CXXC domain to DNA. MLL-CXXC / FITC-HOXA9 DNA fluorescence polarization. Potency, µM (doses to about 115 µM), without a hit: top-dose activity change, negative = inhibition, usual class: inhibitors. actives 0.037% (n = 290,000). AID 2662; active means well fitted inhibition curve with a large enough effect in the polarisation, with a control signal flat, not every such curve was filed as active; inconclusive means small, poorly fitted or top-dose-only effect, or effect the other way, or a change in a side signal; inactive means no such curve, though single readings can be large or run the other way; the % refers to the polarisation; further: potency means the concentration at half of the fitted maximal effect
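Steps: dispense CXXC domain solution (7 uM) → pin compounds or unlabeled HOX-A9 DNA control → 5 min ambient → add FLSN-HOX-A9 solution (50 nM) → spin → 30 min ambient → fluorescence polarization. Tris pH 7.5/NaCl/DTT/BSA buffer.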
GALK inhibitor = inhibitors of human galactokinase; Purified GALK, Kinase-Glo residual ATP luminescence; Potency, µM (series often up to 57.5 µM), inactives show at the top dose activity change, negative = inhibition, hits mostly inhibitors; actives 0.007% (n = 270,000); AID 1868; further: potency means the concentration at half of the fitted maximal effect; on the % scale 0 is the no-effect control and ±100 the full control effect
Target sequence (P51570 whole entry, looked up): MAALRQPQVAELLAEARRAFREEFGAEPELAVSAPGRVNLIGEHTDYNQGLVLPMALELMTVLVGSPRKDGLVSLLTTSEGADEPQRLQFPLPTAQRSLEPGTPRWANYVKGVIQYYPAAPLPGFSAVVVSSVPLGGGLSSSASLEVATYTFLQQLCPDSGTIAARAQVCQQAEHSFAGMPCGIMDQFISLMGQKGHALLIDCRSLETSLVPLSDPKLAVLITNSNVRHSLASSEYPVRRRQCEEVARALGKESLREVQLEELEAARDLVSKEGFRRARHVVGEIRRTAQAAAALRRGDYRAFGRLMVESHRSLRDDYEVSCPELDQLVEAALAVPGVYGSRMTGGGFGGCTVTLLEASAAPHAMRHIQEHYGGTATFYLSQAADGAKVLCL
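GALK at 5 nM final was combined with compound, 35 uM ATP and 100 uM galactose in HEPES pH8.0 with MgCl2 and DTT. The reaction ran one hour at room temperature before luminescent ATP detection.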
Giardia killer = kills Giardia lamblia | Giardia lamblia trophozoite viability | activity change, % at 7.66 µM, hits read low | actives 0.15% (n = 340,000) | AID 540267; in the data active means activity change below about -80%; inconclusive means between about -30% and that limit;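 further: parasites exposed to compound for two days anaerobically before the ATP read; on the % scale 0 is the no-effect control and ±100 the full control effect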
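Trophozoite viability was measured as ATP-dependent luminescence, read 15-30 min after reagent addition. Before that, parasites at 100 cells/well were exposed to compounds for 48 h, anaerobically, at 37 deg C.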
B2AR arrestin = recruits beta-arrestin to the human beta2-adrenergic receptor; Potency, µM (titrated, usually from 46.1 µM), for inactives: at the highest dose activation, usual class: activators; actives 0.02% (n = 330,000); beta-arrestin recruitment to beta2AR, cell-based reporter;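 further: potency means the concentration at half of the fitted maximal effect; 0% = DMSO controls and full agonism = EC100 isoproterenol or metaproterenol; nearly all actives have a fitted effect of over 65% in size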
Target sequence (P07550 whole entry, looked up): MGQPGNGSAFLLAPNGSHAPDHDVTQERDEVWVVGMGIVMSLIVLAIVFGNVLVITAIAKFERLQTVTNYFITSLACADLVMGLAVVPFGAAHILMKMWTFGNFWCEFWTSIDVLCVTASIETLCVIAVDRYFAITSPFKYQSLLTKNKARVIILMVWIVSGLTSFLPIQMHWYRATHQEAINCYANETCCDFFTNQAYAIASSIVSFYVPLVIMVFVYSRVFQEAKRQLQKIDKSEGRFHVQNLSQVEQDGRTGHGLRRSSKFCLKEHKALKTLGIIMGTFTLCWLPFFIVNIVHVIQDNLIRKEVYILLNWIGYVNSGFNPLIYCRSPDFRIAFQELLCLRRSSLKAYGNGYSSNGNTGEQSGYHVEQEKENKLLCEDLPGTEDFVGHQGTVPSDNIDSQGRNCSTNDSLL
KCNH2 WT inh = blocks the wildtype human KCNH2 potassium channel; Q12809; U2OS, BacMam KCNH2, thallium flux FluxOr; hits give low values; activity change, % at 1.84 µM; actives 0.37% (n = 340,000); AID 720551;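 active means maximum activity change below -70%; inconclusive means maximum activity change between -70% and -50%; inactive means maximum activity change above -50%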; further: on the % scale 0 is the no-effect control and ±100 the full control effect
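U2OS cells were transduced with wild-type KCNH2 virus (2.03 x 10^8 / mL) for 4 h at room temperature, then cultured overnight at 37 C. Thallium flux was read with FluxOr dye. Rate constants were normalized to DMSO controls.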
KCNH2 3.1 block = inhibitors of human KCNH2 3.1 potassium channel isoform; U2OS KCNH2 3.1, thallium flux FluxOr; hits give low values; activity change, % (tested at about 1.8 µM); actives 0.95% (n = 340,000);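 active means maximum activity change below -70%; inconclusive means maximum activity change from -70% to -50%; inactive means maximum activity change above -50%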;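 further: thallium influx rate constant from kinetic fluorescence after stimulation buffer; on the % scale 0 is the no-effect control and ±100 the full control effect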
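U2OS cells transduced with KCNH2 3.1 mutant virus (1.77 x 10^8 /mL, 4 h), plated overnight at 37 C, loaded 45 min with FluxOr dye plus Red40 quencher. Thallium flux rate constant from kinetic reads after stimulation buffer, normalised to controls.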
FBPA coupling cs = coupling enzyme interference in Giardia aldolase counter-screen; activity change, negative = inhibition, % at 58.2 µM, hits read low; coupling enzyme system counterscreen, AmpLite Red fluorescence; actives 0.67% (n = 290,000); in the data active means activity change below about -30%; further: on the % scale 0 is the no-effect control and ±100 the full control effect
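Activity here indicates interference with the coupling reaction, not aldolase inhibition. Compounds at 57.5 uM final met coupling enzymes for 10 min at RT; substrate and AmpLite Red detection followed, with a 525/598 nm fluorescence read after 20 min.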
PKM2 act = increases activity of human pyruvate kinase M2; purified PKM2, Kinase-Glo ATP luminescence, activation; response scale: 0% is enzyme alone, no compound; Potency, µM (titrated, usually from 57.5 µM), for the others: at the highest dose activation, actives largely listed as activators; actives 0.34% (n = 260,000); further: potency means the concentration at half of the fitted maximal effect; on the % scale 0 is the no-effect control and ±100 the full control effect; nearly all actives have a fitted effect of over 55% in size
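Purified hPK-M2 (>95% pure) converted ADP (0.1 mM final) to ATP with 0.5 mM PEP in 50 mM imidazole pH7.2, KCl, MgCl2, Tween 20, BSA; 1 h at room temperature. ATP detected by Kinase-Glo luminescence.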
USP2a inh = inhibitors of human ubiquitin-specific protease USP2a; USP2 core, Ub-CHOP2 coupled fluorogenic reporter, 485/531; O75604; AID 463254; Potency, µM (titrated, usually from 38.3 µM), for inactives: top-dose activity change, negative = inhibition, usual class: inhibitors; actives 0.01% (n = 330,000);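 further: potency means the concentration at half of the fitted maximal effect; plate controls were DMSO wells for no effect and full inhibition by NEM control for full effect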
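Deubiquitinase activity read as fluorescence (485/531 nm) after Ub-CHOP2 cleavage activates the enterokinase reporter on its substrate; USP2 core 10nM, Ub-CHOP2 and substrate 25nM each, 30min compound preincubation then 60min RT; data normalized to NEM, curves fitted.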
An asterisk follows results filed as active; ? = inconclusive; nt = not tested or not shown; [ ] = another dose, or the depositor's remark. Unless noted, the call rests on the fitted dose curve; in most records, active means well fitted curve in the direction sought with a large enough effect; inconclusive means small, poorly fitted or top-dose-only effect, or another doubt; inactive means no such curve, though single readings can be large; an effect the other way counts as inactive or inconclusive. Only part of the results is shown (hit frequency here may not be typical).

Values run as follows: Menin-MLL TR inh	TRPV1 agonist	CXXC DNA block	GALK inhibitor	Giardia killer	B2AR arrestin	KCNH2 WT inh	KCNH2 3.1 block	FBPA coupling cs	PKM2 act	USP2a inh
- Cc1ccc2c(c1)NC(=O)C(CC(=O)NCCCN1CCN(c3cc(Cl)ccc3C)CC1)O2 (stereo not given)
    0%	2	1%	-2%	8	0.0%	-18	?	3	4%	-1%
- CC1(C)NC(=O)N(c2ccccc2Cl)C1(C)NO (stereo not given)
    -1%	3	-21%	-2%	23	0.2%	-8	7	-2	-2%	1%
- Cc1ccc(Oc2ccc(NC(=O)CCC(=O)OCC(=O)c3cccs3)cc2)cc1C
    1%	11	12%	-3%	9	-0.5%	4	2	0	0%	-2%
- CNC(=O)C1CC(=O)N(c2ccc(C)cc2)C1 (stereo not given)
    7%	-3	1%	1%	-6	-0.2%	45	-4	1	0%	4%
- CC(NC(=O)c1ccccc1)C(=O)NC1CCCc2ccccc21 (stereo not given)
    nt	0	nt	nt	-2	0.5%	1	6	nt	nt	0%
- COc1cc(/C=C2\C(=N)N3N=CSC3=NC2=O)ccc1OS(=O)(=O)c1ccccc1
    nt	-4	-12%	-22%	-3	-0.1%	9	3	nt	nt	-3%
- COc1ccccc1NC(=O)C1C2CCCCC21 (stereo not given)
    3%	6	-6%	4%	3	0.2%	3	-5	0	-1%	-2%
- CN(CC(=O)N1CCN(c2cccc(Cl)c2)CC1)S(=O)(=O)c1cnc[nH]1
    1%	-1	5%	nt	13	-0.3%	-3	-20	1	1%	5%
- O=C(COC(=O)c1c[nH]c2ccccc12)NC1CCCC1
    nt	4	nt	nt	2	-0.1%	-22	-13	nt	nt	-3%
- O=C(c1cccc([N+](=O)[O-])c1)N1CCN(Cc2ccccc2)CC1
    -17%	-8	-11%	-1%	-18	-0.3%	-1	0	3	nt	1%
- CC(=O)c1ccc(Nc2c([N+](=O)[O-])ccc3nonc23)cc1
    18%	2	12%	2%	-5	0.3%	1	15	1	nt	2%
- Cc1nc2c(-c3ccc(F)cc3)cnn2c(N)c1-c1ccc(F)cc1
    ?	0	1%	7%	-4	0.0%	2	5	1	nt	6%
- CCOc1ccccc1NS(=O)(=O)c1c(C)noc1C
    4%	-1	6%	5%	-8	-0.2%	-2	-2	-30	13%	2%
- COC(=O)c1c(NC(=O)CC2Nc3cc(C)c(C)cc3NC2=O)sc(C)c1C (stereo not given)
    -19%	1	-4%	0%	10	-0.4%	-17	24	-6	11%	?
- O=c1cc[nH]c2cccc(Cc3ccccc3)c12
    nt	nt	-8%	-3%	3	-0.7%	-13	-10	-4	-2%	0%
- CC(=O)Nc1nc(COc2ccccc2)cs1
    -13%	?	-2%	0%	9	0.0%	-21	4	0	-6%	3%
- COc1ccc(NC(=O)CSCc2cc(=O)n3c(C)csc3n2)cc1
    2%	2	-18%	-4%	?	-0.4%	2	0	2	0%[0.46 µM]	0%
- O=C(Cc1c(O)c2ccccc2[nH]c1=O)OC1CCCCC1
    21%	3	0%	-2%	-4	-1.0%	-13	-15	-2	-5%	-2%
- Cc1cccn2c(CNCC3OCCc4ccccc43)c(C(=O)N3CCCCC3)nc12 (stereo not given)
    ?	1	1%	2%	-27	-0.9%	0	-4	1	-2%	0%
- Cc1nc2nc(-c3cccs3)cn2nc1C
    -1%	0	35µM*	6%	7	-0.3%	15	-8	-3	-24%	9%
- CCCn1c(N)c(C(=O)CSc2nnc(C3CC3)n2-c2ccccc2)c(=O)[nH]c1=O
    nt	2	nt	nt	-13	0.3%	-5	3	nt	nt	1%
- COc1ccc2nc(SC)cc(C)c2c1
    nt	-2	-2%	1%	6	0.0%	2	13	1	-3%	1%
- Cc1cc(C)c(S(=O)(=O)c2ccccc2)c(N(C)C)n1
    -10%	5	-5%	-1%	14	-0.1%	1	0	1	-5%	1%
- COc1cc2c3nnc(-c4ccc(F)cc4)c-3cn(Cc3ccc(F)cc3)c2cc1OC
    4%	5	55%[activator]	2%	?	-0.3%	-4	-1	3	-14%	-9%
- Cc1ccc(S(=O)(=O)N2CCN(CC(=O)Nc3ccccc3C(=O)NC3CC3)CC2)cc1
    nt	23	nt	nt	-4	-0.3%	8	9	nt	nt	0%
- O=C(c1ccco1)N1N=C(c2ccccc2)CC1c1ccc2nccnc2c1 (stereo not given)
    nt	0	-1%	-2%	-15	0.1%	-1	3	0	-1%	-2%
- Cc1cccc(CN2C(=O)N/C(=C/c3ccc(C)s3)C2=O)c1
    1%	?	?	0%	-11	0.2%	-6	3	3	17%	14%
- Cc1cc(NC(=O)CCC(=O)N(CCC(C)C)C(C(=O)NCC2CCCO2)c2ccccc2C)no1 (stereo not given)
    -14%	0	0%	-1%	-3	-0.8%	0	-8	-1	-4%	1%
- CC(C)CNC(=O)c1cc(-c2ccc(Br)cc2)on1
    -2%	0	5%	3%	1	-0.1%	7	-5	0	-2%	2%
- CC(C)(C)n1nnnc1CN(Cc1cccnc1)Cc1ccccc1Cl
    -7%	14	-1%	0%	6	0.3%	1	-1	0	-7%	-2%
- CCc1c(C)nc2nc(NC(C)=O)[nH]n2c1=O
    -5%	-1	2%	1%	-7	-0.1%	-6	-5	-1	0%	3%
- O=C(NCc1ccc(S(=O)(=O)NC2CCCCC2)s1)c1ccccc1
    nt	-5	-8%	0%	2	-0.7%	9	1	2	5%	9%
- Cn1cc(S(=O)(=O)c2ccccc2)c(=O)c2cc(Cl)ccc21
    nt	-1	-1%	4%	11	0.1%	-4	-5	nt	nt	4%
- O=C(NCc1ccc(OC(F)(F)F)cc1)C12CN(Cc3ccccc3)CC1C(c1cccc([N+](=O)[O-])c1)=NO2 (stereo not given)
    2%	4	3%	1%	-21	-0.2%	5	-23	-5	0%	-4%
- COc1ccc(CCNC(=O)C2CCN(C(=O)NC3CCCCC3)CC2)cc1
    -1%	2	-8%	0%	-7	-0.8%	-8	-3	2	-2%	5%
- CC1(C)CC(=O)C2=C(C1)N(c1cccnc1)C(N)=C(C#N)C2c1cccs1 (stereo not given)
    16%	0	6%	1%	6	-0.8%	6	-20	-27	-5%	2%
- COc1ccccc1C(=O)NC(=O)COC(=O)c1ccco1
    nt	6	nt	nt	12	-0.4%	-7	0	nt	nt	2%
- COc1ccc(S(=O)(=O)NC(C)C(=O)NCCN2CCOCC2)cc1Cl (stereo not given)
    -2%	-3	16%	-1%	-22	0.5%	-12	7	-2	nt	1%
- O=C(CCC(=O)c1ccccc1)Nc1ccc(C(=O)O)cc1
    -19%	-1	8%	-6%	32[activator]	0.5%	-3	-1	9	0%	0%
- Cc1ccccc1N(CC(=O)NCc1ccco1)C(=O)CCC(=O)Nc1nccs1
    -9%	1	-8%	-2%	8	-0.8%	2	14	0	16%	1%
- COc1ccc(NC(=O)NC2CCN(C(C)C)CC2)c(OC)c1
    -1%	0	20%	1%	-12	-0.9%	5	-2	2	-3%	1%
- CCOC(=O)c1[nH]c(=O)[nH]c1CNc1ccccc1C#N
    -7%	2	-3%	-1%	-6	0.5%	-8	7	0	-1%	1%
- O=C(Nc1ccc(OC(F)F)c(Cl)c1)[C@@H]1CCCN1C(=O)c1cccs1
    -2%	9	2%	1%	2	-0.7%	-7	-5	-3	-5%	1%
- Fc1cccc(CSc2ccc(-c3ccco3)nn2)c1
    ?	?	3%	1%	-16	7.9%	4	-2	1	-3%	3%
- COc1ccc(NC(=O)COC(=O)COc2ccc(Br)cc2)cc1
    17%	11	4%	-1%	-9	-0.2%	0	-12	0	-4%	0%
- CCNc1ccc([N+](=O)[O-])cc1
    nt	2	-4%	1%	17	-0.1%	-4	-4	0	3%	10%

Screens (PubChem)
